Screens (PubChem)
ALOX12 inh – inhibitors of human 12S-lipoxygenase ALOX12 | purified 12hLO, xylenol orange hydroperoxide absorbance | 580,000 tested, 1.1% active | P18054 | AID 1671190 | Potency, µM (doses to about 108 µM), without a hit: at the highest dose activity change, negative = inhibition, actives largely listed as inhibitors; note: % is set by controls: 0 for no effect and ±100 for the full control effect
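Purified human 12hLO (150 nM final) in 25 mM Hepes, 0.01% Triton X-100, pH 7.0 was preincubated 15 min at room temperature with compound. Then 40 uM arachidonic acid was added, 30 min. Hydroperoxide was read by Fe-XO absorbance ratio 573/405 nm.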
HP1b chromo inh – inhibitors of HP1-beta chromodomain binding to methylated histone tails | AlphaScreen HP1-beta / biotin-H3K9me3 peptide binding | AID 540317 | Potency, µM (titrated, usually from 114 µM), inactives show at the highest dose activity change, negative = inhibition, usual class: inhibitors | P83916 | 390,000 tested, 0.56% active; note: nearly all actives have a fitted effect of over 70% in size; inactives centre near 23
Target sequence (P83916 whole entry, looked up): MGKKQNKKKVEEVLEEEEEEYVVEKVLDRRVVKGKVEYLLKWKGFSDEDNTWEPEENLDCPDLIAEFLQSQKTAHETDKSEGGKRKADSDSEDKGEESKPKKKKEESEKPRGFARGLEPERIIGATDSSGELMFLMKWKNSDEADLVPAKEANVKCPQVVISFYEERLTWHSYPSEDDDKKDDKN
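AlphaScreen: HP1-beta (50 nM) preformed 30 min with biotin-H3(1-18)K9me3 peptide (50 nM) in PBS pH 7.4, 0.01% Tween-20. Compound added for 30 min at RT, then streptavidin donor/nickel chelate acceptor beads (10 ug/mL) for 30 min.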
GLS inh – blocks human kidney-isoform glutaminase activity | O94925 | GLS enzymatic activity, qHTS titration | Potency, µM (titrated, usually from 45.5 µM), for the others: at the highest dose activity change, negative = inhibition, hits mostly inhibitors | 410,000 tested, 0.21% active; note: % is set by controls: 0 for no effect and ±100 for the full control effect
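Glutamate formation by hKGA was monitored fluorometrically using coupled glutamate oxidase, HRP and Amplex Red. Substrate was added as 1 mM L-glutamine solution; incubation was 30 min at RT after an initial read.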
RGS4 inhibitor – human RGS4 inhibition; Potency, µM (doses to about 114 µM), inactives show at the top dose activity change, negative = inhibition, hits mostly inhibitors; 390,000 tested, 0.039% active; AID 504845; Transcreener GDP fluorescence polarization, RGS4-accelerated GTP hydrolysis; note: % is set by controls: 0 for no effect and ±100 for the full control effect; nearly all actives have a fitted effect of over 75% in size; some results filed as inactive show a strong effect at the top dose
Target sequence (P49798 whole entry, looked up): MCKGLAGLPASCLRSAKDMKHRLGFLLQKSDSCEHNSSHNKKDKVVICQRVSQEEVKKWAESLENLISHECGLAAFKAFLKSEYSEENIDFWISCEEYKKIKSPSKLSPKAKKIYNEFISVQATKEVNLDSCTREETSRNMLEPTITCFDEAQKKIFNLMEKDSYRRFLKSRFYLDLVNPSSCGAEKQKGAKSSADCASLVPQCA
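MLSMR compounds (23 nl, pin-transferred) preincubated 10 min at room temperature with a 500nM (2x) first reagent, then RGS4 at 900nM (2x) plus Transcreener GDP mix added; fluorescence polarization (620/688 nm) read before and after 90 min at 30 °C.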
rTrxR1 inhibitor – blocks rat thioredoxin reductase 1 | recombinant rTrxR1, NADPH fluorescence consumption, selenite substrate | Potency, µM (top dose mostly 114 µM), for inactives: top-dose activity change, negative = inhibition, actives largely listed as inhibitors | 390,000 tested, 1% active | AID 588453; note: % is set by controls: 0 for no effect and ±100 for the full control effect; nearly all actives have a fitted effect of over 65% in size
Target sequence (O89049 whole entry, looked up): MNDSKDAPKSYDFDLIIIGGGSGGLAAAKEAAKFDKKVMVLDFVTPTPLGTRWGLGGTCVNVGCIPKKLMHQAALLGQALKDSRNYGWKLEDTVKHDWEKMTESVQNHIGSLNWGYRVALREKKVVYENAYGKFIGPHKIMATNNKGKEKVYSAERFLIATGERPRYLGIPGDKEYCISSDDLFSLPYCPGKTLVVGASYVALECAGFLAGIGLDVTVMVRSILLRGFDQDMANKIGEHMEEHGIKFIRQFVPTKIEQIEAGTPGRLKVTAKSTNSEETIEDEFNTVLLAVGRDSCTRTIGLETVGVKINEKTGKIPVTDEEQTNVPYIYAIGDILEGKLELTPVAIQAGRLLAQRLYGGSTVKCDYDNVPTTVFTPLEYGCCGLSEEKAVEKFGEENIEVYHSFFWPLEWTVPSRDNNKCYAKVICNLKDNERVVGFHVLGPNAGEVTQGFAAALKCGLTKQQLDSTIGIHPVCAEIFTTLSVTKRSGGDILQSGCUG
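Rat TrxR1 (90 nM in the dispensed reagent) was pre-reduced with 400 uM NADPH for 5 min at room temperature, then incubated with compound for 15 min. After 400 uM selenite was added, NADPH fluorescence (Ex 340/Em 450 nm) was followed for 8 min.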
Pin1 inh – blocks the human prolyl isomerase Pin1; Q13526; Pin1 FP peptide displacement, HiFluor488, 10 min; Potency, µM (top dose mostly 115 µM), without a hit: at the highest dose activity, negative = inhibition, usual class: inhibitors; 390,000 tested, 0.009% active; active = well fitted inhibition curve with a large enough effect in the polarisation, with a control signal flat, not every such curve was filed as active; inconclusive = small, poorly fitted or top-dose-only effect, or effect the other way, or a change in a side signal; inactive = no such curve, though single readings can be large or run the other way; the % refers to the polarisation; note: % is set by controls: 0 for no effect and ±100 for the full control effect
Target sequence (Q13526 whole entry, looked up): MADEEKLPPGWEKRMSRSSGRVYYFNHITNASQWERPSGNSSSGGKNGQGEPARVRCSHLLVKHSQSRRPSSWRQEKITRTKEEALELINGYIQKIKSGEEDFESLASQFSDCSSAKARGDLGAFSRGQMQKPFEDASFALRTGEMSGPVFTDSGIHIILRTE
JMJD2A Tudor – blocks the human JMJD2A Tudor domain | O75164 | AlphaScreen JMJD2A-Tudor / H3K4me3 peptide binding | Potency, µM (highest dose often 114 µM), for the others: at the top dose activity change, negative = inhibition, usual class: inhibitors | 390,000 tested, 4.4% active | AID 504339; note: % is set by controls: 0 for no effect and ±100 for the full control effect; nearly all actives have a fitted effect of over 50% in size
ERG-DNA inh – inhibitors of human ERG Ets domain-DNA interaction. P11308. fluorescence polarization, His-ERG Ets domain / labelled DNA. Potency, µM (titrated, usually from 76.9 µM), for inactives: at the highest dose FP activity, negative = inhibition, hits mostly inhibitors. 370,000 tested, 0.028% active; active = well fitted inhibition curve with a large enough effect in the polarisation, with a control signal flat; inconclusive = small, poorly fitted or top-dose-only effect, or effect the other way, or a change in a side signal; inactive = no such curve, though single readings can be large or run the other way; the % refers to the polarisation;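 note: polarization taken with two DNA probes labelled with fluorescein and Texas red; % of control where 0% means no effect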
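His-tagged ERG Ets domain (1 uM in the protein solution; 300mM KCl, 50mM Tris-HCl, 1mM EDTA, 1mM DTT, pH 7.5) received compound, then a probe mix of 5 nM fluorescein-DNA and 100nM Texas-615-DNA. Fluorescence polarization was read for both dyes.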
PGK inhibitor – blocks T. brucei phosphoglycerate kinase; P07378; PGK/GAPDH coupled, Kinase-Glo luminescence, 60 min; Potency, µM (titrated, usually from 57.5 µM), inactives show top-dose activity change, negative = inhibition, most hits filed as inhibitors; 380,000 tested, 0.043% active; AID 602233; note: % is set by controls: 0 for no effect and ±100 for the full control effect; nearly all actives have a fitted effect of over 60% in size
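Recombinant glycosomal PGK reaction used 1,3-bisphosphoglycerate generated in-well by GAPDH (100nM final) in 100mM TEA pH 7.6, 5mM MgCl2, 0.01% Tween-20. After 60 minutes at room temperature, ATP was read by Kinase-Glo Plus luminescence end-point.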
Active calls of the source: *; i = inactive; ? = inconclusive; nt = not tested or not shown; & = joins results of further samples; [ ] = remark or other dose. Unless noted, calls come from the whole dose curve; as a rule, active = well fitted curve in the direction sought with a large enough effect; inconclusive = small, poorly fitted or top-dose-only effect, or another doubt; inactive = no such curve, though single readings can be large; an effect the other way counts as inactive or inconclusive. Potency is the fitted concentration of half-maximal effect.

Second line of a record: ALOX12 inh | HP1b chromo inh | GLS inh | RGS4 inhibitor | rTrxR1 inhibitor | Pin1 inh | JMJD2A Tudor | ERG-DNA inh | PGK inhibitor
Cc1ccc(NC(=O)CN(C)C(=O)c2cccc(Br)c2)cc1
 : nt | 9% | 60%[activator] | -22%[56.9 µM] | -6% | -4% | ? | 9% | i
C/C=C(\C)C(=O)NCCN1C2=NC[C@@H](Cc3ccccc3)N2C[C@H]1Cc1ccc(O)cc1
 : 6% | 29% | 8% | -54% | -9% | -12% | -35% | -15% | -5%
CCC(=O)c1ccc(OCC(=O)Nc2ccc(N3CCOCC3)cc2N2CCOCC2)cc1
 : nt | 22% | 18% | 5% | 18% | -4% | -15% | -3% | 0%
CN(C)CCNC(=O)C1CCN(c2ncnc3c2nc2n3CCCCC2)CC1
 : -3% | 30% | -6% | 8% | -16% | -2% | -21% | -13% | -4%
C/C(=N\NC(=O)c1cccnc1)c1ccccc1
 : -19% | 49%[activator] | -6% | -7% | 4%[57.1 µM] | -9% | 1% | 11% | -5%
CN1CCN(C(=O)CSc2ccc(C(F)(F)F)cc2[N+](=O)[O-])CC1
 : -4% | 17% | 2% | 2% | -9% | -7% | -2% | -4% | -7%
O=C(CSc1n[nH]c(-c2ccccn2)n1)Nc1cccc(Cl)c1
 : -1% | 47%[activator] | 10% | 9% | 16% | -14% | 6.3µM* | 2% | 3%
Cc1ccc(CNC(=O)[C@H](C)[C@H]2C[C@]2(C)[C@H](NC(=O)OCc2ccccc2)c2ccccc2)o1
 : nt | 20% | 1% | -46% | 56µM* | 2% | -28% | 5% | 10%
Cc1oc(/N=C/c2ccc(Cl)cc2)c(C#N)c1C
 : ? | -12% | 6% | 23% | -11% | ? | -35% | -8% | -1%
COc1ccc(OC)c(/C=C/C(=O)Nc2cccc(S(=O)(=O)NC3=NCCCCC3)c2)c1
 : 167%[activator] | 60%[activator] | 0% | -19% | 103%[activator] | 27% | 15% | 0% | -5%
CCN(c1ccccc1)S(=O)(=O)c1ccc(Oc2ccc([N+](=O)[O-])cc2)nc1
 : -9% | -2% | 0% | 5% | 20% | -1% | -18% | -5% | -7%
CCc1nn2c(=O)cc(COc3ccc(/C=C(\C#N)C(=O)Nc4ccc(F)cc4)cc3OC)nc2s1
 : -28% | 50%[activator] | -4% | -17% | 34% | 2% | 3% | -4% | -6%
CCCCCCCCC[n+]1cccc2c3ccccc3ccc21
 : nt | 42% | -1% | -3% | -27% | 1% | 6% | 4% | -1%
CC(=O)Nc1ccc(-n2cc3c(c2-c2ccc(C)cc2)c(=O)n(C)c(=O)n3C)cc1
 : -11% | -10% | 1% | 5% | 16% | 3% | -35% | -4% | -2%
Cc1ccc(CNC(=O)c2oc3c(c2C)-c2nn(Cc4ccc(Cl)cc4)cc2CC3)cc1
 : ? | 53%[activator] | -11% | 2% | 23% | 0% | -3% | 7% | -9%
CCN1C(N(C)CCc2c[nH]c3ccccc23)=N[C@@H](c2cccc(C(F)(F)F)c2)C(C(=O)OC)=C1C
 : nt | -4% | 1% | -17% | 13%[57.1 µM] | 13% | ? | 19% | i
Cc1ccc(C(=O)COC(=O)C(C)N2C(=O)C3C4CCC(C4)C3C2=O)cc1C (stereo unspecified)
 : 417%[activator] | 27% | 12% | 10% | -9% | -2% | 1% | -2% | 5%
NS(=O)(=O)c1ccc(CCNC(=O)C2CCN(S(=O)(=O)c3cnc[nH]3)CC2)cc1
 : -2% | 41% | 7% | 32% | 29% | 2% | -14% | nt | nt
CC1=C(C(=O)OC2CCCCCC2)C(c2ccc(Cl)cc2Cl)CC(=O)N1 (stereo unspecified)
 : -5% | 11% | 7% | 3% | 8% | 5% | -17% | -3% | -8%
Nc1n[nH]c2c1C1(CCCCC1)Cc1ccccc1-2
 : 0% | 19% | -1% | -33% | -6% | 7% | -29% | 1% | 3%
c1ccc(CN2CCC(Nc3nc(-c4cccs4)nc4ccccc34)CC2)cc1
 : ? | 3% | -6% | 5%[56.9 µM] | 6%[11.4 µM] | 8% | ? | 5% | -3%
O=C(CCN1C(=O)COc2ccccc21)NCCN1CCN(c2cccc(Cl)c2)CC1
 : -17% | 18% | 62%[activator] | 1% | 8% | 1% | -26% | nt | -4%
COc1ccc(C(=O)COC(=O)CNS(=O)(=O)c2ccc(C)cc2)cc1
 : -10% | 39%[activator] | -13% | -19% | 6% | 7% | -19% | 12% | -3%
O=C(NCc1n[nH]c(=S)n1Cc1ccccc1)c1ccccc1
 : -17% | 8% | 4% | -52%[56.9 µM] | -9% | 1% | ? | 12% | -4%
COCCCNC(=O)Cc1c(C)c2cc3c(cc2oc1=O)OC(C)(C)CC3
 : -1% | 26% | -3% | 6% | ? | 1% | -9% | -15% | i
CC(C)C(=O)Nc1cccc(C(=O)Nc2cc([N+](=O)[O-])ccc2F)c1
 : 1% | 36% | -5% | 18% | 15% | 5% | -4% | 5% | nt
Cc1ccc(CNS(=O)(=O)c2ccc3[nH]c4c(c3c2)CCCCC4)cc1
 : -21% | 3% | 2% | -2% | 14% | -1% | -15% | 0% | -4%
Cc1ccc(N2CCN(C(=O)c3cccc([N+](=O)[O-])c3)CC2)cc1Cl
 : -1% | 5% | 9% | -20% | 26%[57.1 µM] | 0% | -34% | 2% | i
CCc1ccc(C2CC(c3ccc(Cl)cc3)n3nc(N)nc3N2)cc1 (stereo unspecified)
 : 44% | 43%[activator] | 2% | -14% | 10%[57.1 µM] | -1% | -8% | 9% | -9%
COC(=O)c1nn(-c2ccccc2)c2nnc(Cc3ccc(C)cc3)c(=O)n12
 : 0% | 39% | -5% | 2% | -3%[57.1 µM] | -5% | 8% | 0% | 9%

3 compounds already listed, sorted by count of non-hydrogen atoms, largest number first.
Second line of a record: ALOX12 inh | HP1b chromo inh | GLS inh | RGS4 inhibitor | rTrxR1 inhibitor | Pin1 inh | JMJD2A Tudor | ERG-DNA inh | PGK inhibitor
O=C(CCN1C(=O)COc2ccccc21)NCCN1CCN(c2cccc(Cl)c2)CC1
 : -17% | 18% | 62%[activator] | 1% | 8% | 1% | -26% | nt | -4%
c1ccc(CN2CCC(Nc3nc(-c4cccs4)nc4ccccc34)CC2)cc1
 : ? | 3% | -6% | 5%[56.9 µM] | 6%[11.4 µM] | 8% | ? | 5% | -3%
COCCCNC(=O)Cc1c(C)c2cc3c(cc2oc1=O)OC(C)(C)CC3
 : -1% | 26% | -3% | 6% | ? | 1% | -9% | -15% | i

(next part)
Second line of a record: ALOX12 inh | HP1b chromo inh | GLS inh | RGS4 inhibitor | rTrxR1 inhibitor | Pin1 inh | JMJD2A Tudor | ERG-DNA inh | PGK inhibitor
CSCCC(NC(N)=O)C(=O)Nc1cccc(S(=O)(=O)N2CCOCC2)c1 (stereo unspecified)
 : -2% | 18% | -14% | -35% | 21%[57.1 µM] | -2% | 10% | -2% | -6%
N#CC1=C(N)N(c2ccc(Cl)cc2)C2=C(C(=O)CCC2)C1c1cc(CN2CCOCC2)cs1 (stereo unspecified)
 : -9% | -1% | 15% | -14% | 18% | 2% | -23% | 5% | -2%
Cc1cccc(C(C)C)c1NC(=O)CSc1ncnc2[nH]ncc12
 : 8% | 37% | 3% | 15% | 16% | 3% | -4% | 4% | -1%
CCc1c(C#N)c(SCCC(=O)Nc2ccc(OC)cc2)nc2c1C(=O)CC(C)(C)C2
 : 0% | 38% | 1% | 13% | -17%[57.1 µM] | 27% | -13% | 7% | -5%
CN(CC(=O)Nc1ccccc1Br)C(=O)C(Cc1ccccc1)NC(=O)c1ccccc1 (stereo unspecified)
 : 4% | 22% | 2% | -26% | 7% | 0% | -7% | 16% | 0%
Cc1nc2nc(SCC(=O)Nc3cccc(F)c3)[nH]c2cc1Br
 : -1% | 41%[activator] | -5% | -10% | 26% | 17% | -13% | 6% | -6%
CSc1nc2ccccc2n1CC(=O)Nc1c(C)n(C)n(-c2ccccc2)c1=O
 : -15% | 23% | 0% | -3% | -13% | -12% | -7% | nt | -12%
O=C(NC1CCS(=O)(=O)C1)c1cccc(S(=O)(=O)N2CCCC2)c1 (stereo unspecified)
 : -4% | 23% | -3% | -14% | 23% | 2% | -14% | 9% | i
COc1ccc(C(=O)NCc2nnc(SCC(=O)Nc3nnc(C)s3)o2)cc1OC
 : 7%[57.4 µM] | 54%[activator] | 5% | 6% | -12%[57.1 µM] | 2% | -6% | 14% | 6%
Cc1ccc(-n2ncc(C(=O)NCCN3CCc4ccccc4C3)c2C2CCN(C(=O)OC(C)(C)C)CC2)cc1
 : -16% | 7% | 0% | 0% | 18% | 2% | -33% | 7% | i
COc1ccc(CNC(=O)C2CCCN(S(=O)(=O)c3ccc4c(c3)CCCN4C(C)=O)C2)cc1 (stereo unspecified)
 : 14%&-21% | 21% | -5%&1% | 26%&-9% | 20% | 4%&-9% | -10%&-22% | -5%&-3% | -5%&-11%
CCCC(CCC)n1[nH]c(=O)c2c(C)cc(C)nc21
 : 0% | 31% | -7% | 10% | 3% | 1% | -10% | 6% | i
CCS(=O)(=O)N1CCC(NC(=O)C2CCCCC2)CC1
 : 3% | 19% | 1% | 16%[11.4 µM] | 9% | -3% | 2%[57.1 µM] | -2% | -1%
COC(=O)NNC(=O)Cc1cccc2ccccc12
 : -21% | 34% | 6% | 5% | 18% | 2% | -11% | 5% | 2%

Only part of the results is shown. The share of hits here may be higher or lower than overall.
